Compound activity deposited in PubChem by Southern Research Specialized Biocontainment Screening Center.
M. tuberculosis HTS – M. tuberculosis growth inhibition, HTS (AID 449762) | M. tuberculosis H37Rv growth inhibition, 7H9 media; higher % means a stronger effect | inhibition, % at 25 µM, or IC50 in µM where a hit was titrated | 330,000 compounds, 0.59% hits; in the data active means a potency from the dose series; inconclusive means inhibition above about 70% without an active follow-up result;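 further: bacterial growth assessed after seven days of incubation; strong numbers were not always called active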
PhoP GFP inhibition – PhoP regulon inhibitors, Salmonella typhi PhoP promoter GFP reporter, confirmatory (AID 1850); Salmonella Typhi PhoP-promoter GFP reporter, fluorescence, 4 h; higher % means a stronger effect; inhibition, % at 50 µM; hits with a dose series show IC50 in µM; 310,000 compounds, 0.33% hits; in the data active means a potency from the dose series; inconclusive means inhibition mostly from about 25% at the one dose, without a potency; inactive means the rest, 99 in 100 with inhibition below about 19%;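 further: 0% = induced wells with vehicle and 100% = uninduced wells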
M. tuberculosis – growth inhibition of non-replicating M. tuberculosis (AID 488890); Mycobacterium tuberculosis non-replicating, growth inhibition; higher % means a stronger effect; inhibition, % at 25 µM, or IC50 in µM where a hit was titrated; 320,000 compounds, 0.39% hits; in the data active means a potency from the dose series; inconclusive means inhibition mostly from about 82% at the one dose, without a potency; inactive means the rest, 99 in 100 with inhibition below about 76%;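 further: plate controls were DMSO cells for no effect and high antibiotic wells for full effect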
VEEV TC-83 Vero – inhibitors of VEEV TC-83 cytopathic effect, confirmation, Vero cells (AID 588727). Vero cells, VEEV TC-83 cytopathic effect inhibition; higher % means a stronger effect. one-dose inhibition, % at 20 µM; IC50 in µM for titrated hits. 350,000 compounds, 0.13% hits; in the data active means a potency from the dose series; inconclusive means inhibition mostly from about 14% at the one dose, without a potency; inactive means the rest, 99 in 100 with inhibition below about 12%; further: strong numbers were not always called active
influenza NS1A – H1N1 influenza NS1A inhibitors, functional cell based assay (AID 504329). 340,000 compounds, 0.3% hits. NS1A functional cell-based assay, percent inhibition; higher % means a stronger effect. inhibition, % at 12.5 µM, or IC50 in µM where a hit was titrated; in the data active means a potency from the dose series; inconclusive means inhibition above about 27% without an active follow-up result; further: strong numbers were not always called active
VEEV TC-83 Vero 10K pilot screen – recorded beside VEEV TC-83 Vero, whose call it bears; inhibition, %; measured here: 10K pilot screen inhibition
* hit, by the source's call; i = inactive; ? = inconclusive; . = not tested or not shown.

SMILES | M. tuberculosis HTS | PhoP GFP inhibition | M. tuberculosis | VEEV TC-83 Vero | influenza NS1A | others
CCc1cc[n+](-c2nc3ccccc3nc2[N-]S(=O)(=O)c2ccc(Br)s2)cc1 | 5% | -11% | 25% | 0.2% | -2%
O=C(CCN1C(=O)S/C(=C/c2ccc(Cl)cc2)C1=O)N1CCOCC1 | 10% | -5% | -8% | 2.1% | -1%
Cc1ccc(-n2c(C)n[nH]c2=S)cc1C | 2% | -9% | 18% | i | -2%
Nc1ccccc1Nc1cccc(C(F)(F)F)c1 | 9% | -6% | . | 0.3% | 10%
COc1ccc(C2C(C#N)=C(N)OC3=C2C(=O)CCC3)cc1Cn1cc([N+](=O)[O-])cn1 (stereo unspecified) | 3% | -5% | 6% | 0.2% | 6%
CCC1Oc2ccccc2N(CC(=O)NCCCN2CCN(c3ccc(OC)cc3)CC2)C1=O (stereo unspecified) | 1% | 7% | 27% | 1.7% | 9%
Cc1nc2cc(NC(=O)NCc3ccc4c(c3)OCO4)ccc2o1 | -6% | 4% | -7% | i | 2%
CSc1ccc(S(=O)(=O)N2CC(=O)Nc3ccccc32)cc1 | 0% | -8% | 2% | 1.4% | -4%
CC(C)c1nc2sc3c(SCC(=O)NCc4ccco4)ncnc3c2c2c1CCC2 | 1% | -22% | 29% | 6.3% | -2%
Cc1ccc(Cc2c(C)c(C#N)c3[nH]c4ccccc4n3c2=O)cc1 | ? | -10% | . | 3.2% | 0%
O=C(O)c1c(Cl)nc2ccccn12 | 3% | 11% | 6% | 1.0% | -18%
Cc1cc2c(cc(C(=O)NCc3cccnc3)n2Cc2ccc(Cl)cc2)o1 | 8% | 9% | 14% | i | 6%
CCOCCCNC(=O)CN(Cc1ccc(Cl)cc1)S(C)(=O)=O | -10% | 0% | -8% | 0.9% | -7%
Cc1ccc(C)c(N=Cc2cc3c(cc2[N+](=O)[O-])OCO3)c1 | -3% | -1% | 15% | i | 1%
O=C(NCc1ccc(F)cc1)c1cc(C(=O)C2CC2)c[nH]1 | -2% | -5% | -17% | 5.1% | -11%
NC(=O)C1CCN(c2ccc3c(c2)S(=O)(=O)c2ccccc2C3=O)CC1 | 3% | -21% | -3% | 0.4% | -3%
CCCOC(=O)c1ccc(NC(=O)c2ccc(Br)o2)cc1 | ? | 4% | 3µM* | 1.8% | 4%
COC(=O)Nc1ccc(S(=O)(=O)Nc2cc(OC)nc(OC)n2)cc1 | -10% | -5% | -3% | 2.7% | -4%
C/C(=N/NC(=O)CNC(=O)c1cccnc1)c1ccc(Cl)cc1 | -1% | 4% | -6% | 1.2% | -4%
Cn1c(=O)c2c(nc(/C=C/c3cccc(Cl)c3)n2C)n(C)c1=O | 42% | 3% | -5% | . | .
O=c1[nH]cnc2c1ncn2C1OC(CO)C(O)C1O (stereo unspecified) | . | . | . | 2.3% | -1%
O=C(CSc1ccc(Br)cc1)NCC(c1ccco1)N1CCCCC1 (stereo unspecified) | -6% | -1% | 23% | 2.2% | 8%
Cc1ccc(NC(=O)c2cc(NC(=O)c3ccco3)ccc2N2CCCCC2)cc1 | 3% | 10% | 2% | 1.0% | 14%
O=C(Cn1cccc1C(=O)c1ccccc1)NCCCc1ccccc1 | -3% | -2% | 37% | 2.1% | 5%
COc1ccccc1NC(=O)C12CCC(C)(C(=O)C1)C2(C)C (stereo unspecified) | -7% | 10% | -8% | 0.3% | -2%

Some of these compounds in order of molar mass, highest first:
SMILES | M. tuberculosis HTS | PhoP GFP inhibition | M. tuberculosis | VEEV TC-83 Vero | influenza NS1A | others
NC(=O)C1CCN(c2ccc3c(c2)S(=O)(=O)c2ccccc2C3=O)CC1 | 3% | -21% | -3% | 0.4% | -3%
O=C(NCc1ccc(F)cc1)c1cc(C(=O)C2CC2)c[nH]1 | -2% | -5% | -17% | 5.1% | -11%
O=C(O)c1c(Cl)nc2ccccn12 | 3% | 11% | 6% | 1.0% | -18%

Following part.
SMILES | M. tuberculosis HTS | PhoP GFP inhibition | M. tuberculosis | VEEV TC-83 Vero | influenza NS1A | others
CCOC(=O)c1c(C)oc2ccc(OCC(=O)N(CC)CC)cc12 | ? | -4% | 58% | 2.1% | 9%
CN(Cc1c(C(=O)N/N=C/c2cccc(O)c2)nnn1-c1nonc1N)C1CCCCC1 | 8% | -14% | -16% | i | -1%
CCOC(=O)CN1CC23C=CC(O2)C(C(=O)Nc2ccc(F)c(C)c2)C3C1=O (stereo unspecified) | 6% | -10% | -2% | 1.7% | 1%
Brc1ccc(OCCCCN2CCCCC2)cc1 | 4% | 7% | i | 0.4% | -4%
Cc1nc2c(c(=O)c3ccccc3n2C)c(=O)n1-c1ccccc1 | -9% | 0% | -21% | i | 1%
CC1(C)CC(=O)C(C(=O)C2CCN(S(=O)(=O)c3ccccc3)CC2)C(=O)C1 | 2% | -10% | 4% | 0.2% | -6%
Cc1cccc(NC(=O)CSc2nnc(-c3ccccc3Br)o2)c1C | -1% | 6% | 28% | 0.4% | 7%
COCCCNC(=O)C1CCN(c2ccc(N3CCOCC3)nn2)CC1 | -6% | -15% | -1% | i | 5%
COCCCNC(=O)C[C@H]1C[C@H](C(=O)N2CCOCC2)[C@@]2(C)c3[nH]c4cc(-c5ccco5)ccc4c3CCN2C1=O | . | . | . | i | -17%
COc1ccc(NC(=O)COc2ccc(Br)cc2)c(OC)c1 | 0% | 1% | 77% | i | -1%
CN(C)CCCOC(=O)COc1ccc(C(C)(C)C)cc1 | -2% | -3% | 13% | 1.5% | 3%
CN(C)CCN(Cc1cc2cc3c(cc2[nH]c1=O)OCO3)C(=S)NCc1ccco1 | -2% | 4% | 14% | i | 4%
CC(O)/C=C/C1OC(=O)CC1Nc1ccc(C=O)cc1 (stereo unspecified) | -8% | -6% | -11% | 0.4% | -2%
CC(C)N(C(=O)CSc1nc2ccccc2c(=O)[nH]1)C(C)C | 1% | 7% | -3% | 1.0% | -10%
C=C(NC(=O)C(=C)NC(=O)c1csc(C2=NC3c4csc(n4)C4NC(=O)c5csc(n5)C(C(C)(O)C(C)O)NC(=O)C5CSC(=N5)/C(=C/C)NC(=O)C(C(C)O)NC(=O)c5csc(n5)C3(CC2)NC(=O)C(C)NC(=O)C(=C)NC(=O)C(=C)NC(=O)C(C(C)C)NC2C=Cc3c(C(C)O)cc(nc3C2O)C(=O)OC4C)n1)C(N)=O (stereo unspecified) | . | . | . | 12% | 5%
CC(C)CN(C(=O)C1CSC2(C)CCC(=O)N12)c1c(N)n(Cc2ccccc2)c(=O)[nH]c1=O (stereo unspecified) | -7% | -8% | -9% | 3.1% | -10%
CCCS(=O)(=O)N1CCCC(C(=O)NC2CCCC(C)C2C)C1 (stereo unspecified) | 2% | -19% | 6% | i | -14%
C[N+]1(CC(COCc2ccccc2)OC(=O)Cc2ccccc2)CCOCC1 (stereo unspecified) | 2% | -6% | 27% | 0.9% | 3%
O=C(N/N=C/C(Cl)=C/c1ccc([N+](=O)[O-])cc1)C(=O)Nc1ccc(C(=O)O)cc1 | -5% | 23% | 34% | 0.7% | 1%
Cc1ccc(Cl)cc1NC(=O)CCn1cccc1 | 3% | 7% | -2% | i | 9% | VEEV TC-83 Vero 10K pilot screen=0.2
O=C(Nc1ccc(N2CCOCC2)cc1)c1cc2c(s1)CCCCC2 | 5% | 16% | 12% | 8.8% | 9%
C/C(=N\NC(=O)c1nnn(-c2nonc2N)c1-c1cccs1)c1cccc(O)c1 | 13% | -2% | 16% | 5.0% | 9%
O=[N+]([O-])/C(C(=C(Cl)Cl)N1CCN(Cc2ccccc2)CC1)=C1\NCCN1Cc1ccc(Cl)nc1 | -1% | 3% | -1% | 2.3% | 12%
O=C1CC(c2ccccc2)CC(O)=C1C=NC1CCCC1 (stereo unspecified) | -2% | -2% | 7% | 1.1% | -3%
Cc1cccc(OCCNC(=O)c2cncc(Br)c2)c1 | -1% | -3% | 36% | 0.5% | -15%

(next part)
SMILES | M. tuberculosis HTS | PhoP GFP inhibition | M. tuberculosis | VEEV TC-83 Vero | influenza NS1A | others
O=C(CSc1nc2ccsc2c(=O)n1-c1ccccc1)N1CCCC1 | -7% | -5% | -8% | 3.2% | 7%
CCOC(=O)c1c(C)nn(Cc2cccc(Cl)c2)c1N | -6% | -3% | -2% | 0.2% | 0%
O=C(Cn1c(=O)oc2cc(S(=O)(=O)N3CCCCC3)ccc21)N1CCc2ccccc2C1 | -11% | -7% | -20% | 1.4% | 5%
COc1ccccc1C/C(N)=N/OC(=O)c1ccc(C)c([N+](=O)[O-])c1 | 6% | -16% | 39% | 0.6% | -7%
O=C(CC1C(=O)NCCN1Cc1ccc(-c2ccccc2)cc1)NCCCn1ccnc1 (stereo unspecified) | -6% | -2% | 25% | 0.4% | -8%
Cc1cccc(-c2noc(CCC(=O)NC3CCCC3)n2)c1 | 11% | 8% | 33% | . | .
O=C(CSc1nnc(COc2ccccc2F)n1-c1ccccc1)NC1CCS(=O)(=O)C1 (stereo unspecified) | 3% | -5% | . | 0.1% | 8%
CC12CN3CCN(CC(C3)/C1=N\NC(=O)Nc1cccc(Cl)c1)C2 | 95% | 2% | 1% | 1.8% | .
CC1CCCN(C2=C(Cl)C(=O)N(c3cccc(Cl)c3)C2=O)C1 (stereo unspecified) | -2% | -7% | 26% | 0.0% | 25%
Cc1ccc(NC(=O)COc2ccc(N(C)C(=O)C(C)(C)C)cc2)cc1S(=O)(=O)N1CCCCC1 | -10% | . | 10% | 7.0% | -3%
Cc1ccccc1NC(=S)/C(=C(\[O-])c1cc(C)n(Cc2ccccc2Cl)c1C)[n+]1ccccc1 | 6% | 10% | 57% | 0.4% | 18%
CCn1cc(/C=C(\NC(=O)c2ccccc2Cl)C(=O)NCCN2CCOCC2)c2ccccc21 | -4% | 3% | -2% | 3.5% | -3%
N#Cc1ccc(OCC(=O)NCCCn2ccnc2)cc1 | -10% | . | -5% | 1.2% | -4%
COc1ccc(NC(=O)CN(Cc2ccccc2)S(C)(=O)=O)c(OC)c1 | -15% | 1% | . | 4.2% | 0%
CCC(=O)N1CCc2cc(S(=O)(=O)NCCC(=O)N3CCN(c4cccc(C)c4)C(C)C3)ccc21 (stereo unspecified) | 3% | -15% | 29% | 7.7% | -11%
COCCNC(=S)N/N=C(\C)c1ccc(O)cc1 | 0% | 3% | 78% | 0.7% | -8%
CCCOC(=O)c1ccc(NC(=O)c2cnccn2)cc1 | ? | -10% | 31% | i | -2%
NC(=O)c1nn(-c2ccccc2)nc1NC(=O)CN1CCOCC1 | 3% | 1% | 7% | 1.3% | -7%
CCN1CCN(c2nc3ccccc3nc2C(C#N)S(=O)(=O)c2ccc(C)c(C)c2)CC1 (stereo unspecified) | -2% | -1% | 3% | i | -7%
CCCCn1c(N)c(N(CC(C)C)C(=O)C2CCN(S(=O)(=O)c3ccc(F)cc3)CC2)c(=O)[nH]c1=O | 3% | 13% | 30% | 2.7% | -7%

Structural class: those above containing an aryl thioether with sulfur outside any ring (seven)
SMILES | M. tuberculosis HTS | PhoP GFP inhibition | M. tuberculosis | VEEV TC-83 Vero | influenza NS1A | others
CSc1ccc(S(=O)(=O)N2CC(=O)Nc3ccccc32)cc1 | 0% | -8% | 2% | 1.4% | -4%
CC(C)c1nc2sc3c(SCC(=O)NCc4ccco4)ncnc3c2c2c1CCC2 | 1% | -22% | 29% | 6.3% | -2%
O=C(CSc1ccc(Br)cc1)NCC(c1ccco1)N1CCCCC1 (stereo unspecified) | -6% | -1% | 23% | 2.2% | 8%
Cc1cccc(NC(=O)CSc2nnc(-c3ccccc3Br)o2)c1C | -1% | 6% | 28% | 0.4% | 7%
CC(C)N(C(=O)CSc1nc2ccccc2c(=O)[nH]1)C(C)C | 1% | 7% | -3% | 1.0% | -10%
O=C(CSc1nc2ccsc2c(=O)n1-c1ccccc1)N1CCCC1 | -7% | -5% | -8% | 3.2% | 7%
O=C(CSc1nnc(COc2ccccc2F)n1-c1ccccc1)NC1CCS(=O)(=O)C1 (stereo unspecified) | 3% | -5% | . | 0.1% | 8%

Compounds shown so far with a cyano group:
SMILES | M. tuberculosis HTS | PhoP GFP inhibition | M. tuberculosis | VEEV TC-83 Vero | influenza NS1A | others
COc1ccc(C2C(C#N)=C(N)OC3=C2C(=O)CCC3)cc1Cn1cc([N+](=O)[O-])cn1 (stereo unspecified) | 3% | -5% | 6% | 0.2% | 6%
Cc1ccc(Cc2c(C)c(C#N)c3[nH]c4ccccc4n3c2=O)cc1 | ? | -10% | . | 3.2% | 0%
N#Cc1ccc(OCC(=O)NCCCn2ccnc2)cc1 | -10% | . | -5% | 1.2% | -4%
CCN1CCN(c2nc3ccccc3nc2C(C#N)S(=O)(=O)c2ccc(C)c(C)c2)CC1 (stereo unspecified) | -2% | -1% | 3% | i | -7%
